ABHD5-PLIN5 inh = blocks binding of human ABHD5 to perilipin-5. AID 602281. 360,000 compounds, 0.78% hits. inhibition, % at 4 µM. Split G. princeps luciferase complementation, luminescence, 4 h. Q00G26+Q8WTS1;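 active = inhibition above the mean inhibition across every tested compound plus 3 SD, cut at about 22% in these data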;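 also: 0% = DMSO only wells and the 100% control is not disclosed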
MC4R antagonist = antagonists of human melanocortin 4 receptor (MC4R) | MC4R-expressing cells, MTII-stimulated cAMP, LANCE TR-FRET | inhibition, % at 6.5 µM | 360,000 compounds, 0.48% hits | AID 540295;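 active = inhibition above its plate's cutoff, the mean of tested wells on that plate plus 3 SD, cut at about 29% in these data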;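 also: 0% = Melanotan II alone and 100% = Melanotan II plus saturating MCL0020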
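Material: human MC4R-expressing U2OS cells. Probe or stimulus: Melanotan II challenge. Dosing: 6.5 µM single dose. Times: 30-min compound, 1-h challenge, 1-h detection, room temperature. Technique: TR-FRET with Eu-cAMP and labeled anti-cAMP, 671 nm. Replication: singlicate.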
NCOA2 inhibitor = human SRC2 (NCOA2) inhibition | Q15596 | HEK293 GAL4-SRC2 luciferase reporter, luminescence | inhibition, % at 9 µM | 370,000 compounds, 0.17% hits | AID 651957;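 active = inhibition above the mean inhibition of all tested compounds plus 3 SD, set per campaign, cut at about 52% in these data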;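 also: 0% = DMSO treated cells and 100% = cells given Gossypol at 36 µM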
NOD2-RIPK2 inh = NOD2-RIPK2 protein interaction inhibition | 360,000 compounds, 0.38% hits | O43353 | CHO BLA complementation NOD2-RIPK2, CCF4 ratio | inhibition, % at 4.98 µM; in the data active = inhibition above about 21%;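 also: 0% = vehicle only and 100% = reference blocker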
Target sequence (O43353 whole entry, looked up): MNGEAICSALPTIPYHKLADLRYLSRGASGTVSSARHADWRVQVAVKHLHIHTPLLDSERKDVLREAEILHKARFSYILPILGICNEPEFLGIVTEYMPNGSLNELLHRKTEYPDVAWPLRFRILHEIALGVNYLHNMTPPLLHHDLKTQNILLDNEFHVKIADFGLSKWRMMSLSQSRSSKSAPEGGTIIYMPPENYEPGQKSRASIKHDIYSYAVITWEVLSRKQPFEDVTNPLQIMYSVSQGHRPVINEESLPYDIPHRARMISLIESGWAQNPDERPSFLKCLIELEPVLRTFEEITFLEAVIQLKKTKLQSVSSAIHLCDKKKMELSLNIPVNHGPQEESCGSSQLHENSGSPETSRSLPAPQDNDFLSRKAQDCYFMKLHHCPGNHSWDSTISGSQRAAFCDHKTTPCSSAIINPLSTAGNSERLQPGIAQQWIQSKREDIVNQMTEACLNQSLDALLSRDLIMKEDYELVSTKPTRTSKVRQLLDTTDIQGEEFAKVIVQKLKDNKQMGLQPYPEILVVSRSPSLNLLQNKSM
ABCB6 inh 2 = blocks the human ABCB6 transporter; Q9NP58; K562-ABCB6 porphyrin accumulation, flow cytometry, 1 h; hits give low values; fluorescence ratio to DMSO, % at 10 µM; 360,000 compounds, 0.19% hits;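 active = fluorescence ratio to DMSO below 75%, the collection mean minus 3 SD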;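 also: signal is porphyrin accumulated inside mitochondria; 100% equals median channel fluorescence of DMSO control wells; lower ratio means ABCB6 inhibition with less porphyrin fluorescence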
HTR2A ag = agonists of mouse serotonin 5-HT2A receptor (HTR2A) | CHO-K1 mHTR2A beta-arrestin complementation, luminescence; percent of 30 µM serotonin response | activation, % at 7.6 µM | 360,000 compounds, 0.66% hits | AID 624169;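 active = activation above a run cutoff, the mean activation of all tested compounds plus 3 SD, cut at about 14% in these data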;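 also: 0% = plate median of compound wells and 100% = 30 µM serotonin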
Target sequence (P35363 whole entry, looked up): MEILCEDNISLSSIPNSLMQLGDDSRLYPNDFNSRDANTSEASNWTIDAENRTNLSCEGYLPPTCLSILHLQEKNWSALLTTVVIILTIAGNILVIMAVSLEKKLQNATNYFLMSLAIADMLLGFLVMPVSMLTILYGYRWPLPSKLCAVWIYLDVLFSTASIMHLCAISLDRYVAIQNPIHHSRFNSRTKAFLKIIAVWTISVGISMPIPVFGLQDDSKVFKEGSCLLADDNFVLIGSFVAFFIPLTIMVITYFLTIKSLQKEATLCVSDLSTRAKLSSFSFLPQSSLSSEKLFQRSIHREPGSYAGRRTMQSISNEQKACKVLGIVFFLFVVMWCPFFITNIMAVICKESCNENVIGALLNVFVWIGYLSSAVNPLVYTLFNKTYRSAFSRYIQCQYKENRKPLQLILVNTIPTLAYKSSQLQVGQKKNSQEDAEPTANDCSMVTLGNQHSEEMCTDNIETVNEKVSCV
Glyco luc inh = blocks N-linked glycosylation in D54 reporter cells | AID 588692 | reporter increase, % at 12.5 µM | 360,000 compounds, 0.23% hits | D54 ERlucT glycosylation luciferase reporter, 24 h; percent of 100 nM tunicamycin response;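 active = mean luciferase reporter signal, scaled so untreated is 0 and the glycosylation-blocking control 100, at or above a set limit in every replicate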;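 also: luciferase carries N-glycosylation sites so blocking glycosylation raises the light; 0% = median of neutral control wells and 100% = median of 100 nM tunicamycin wells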
MC4R barr agon = agonists of human melanocortin 4 receptor (MC4R) beta-arrestin; AID 540308; P32245; activation, % at 8.9 µM; 360,000 compounds, 0.98% hits; U2OS MC4R beta-arrestin complementation, luminescence; percent of melanotan II response, DMSO zero;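 active = activation above a per-plate cutoff, the mean activation of sample wells on that plate plus 3 SD, cut at about 8% in these data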
TLR9-MyD88 block = inhibitors of human TLR9-MyD88 binding | CHO BLA complementation TLR9-MyD88, CCF4 FRET ratio | 340,000 compounds, 0.21% hits | Q9NR96+Q99836 | inhibition, % at 4.98 µM;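 active = inhibition above the mean over all tested compounds plus 3 SD, cut at about 21% in these data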;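 also: 0% = DMSO only wells and 100% = clavulanate BLA inhibitor control wells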
H9c2 protect = modulators protecting cardiomyocytes from myocardial damage; H9c2 cardiomyocytes, H2O2 injury protection, ATPLite, 2 h; protection from H2O2 cell death, % at 20 µM; 360,000 compounds, 0.63% hits;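 active = compounds giving at least 50% protection of heart cells from peroxide-induced death in the single-dose screen, raw or plate-pattern-corrected value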;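 also: 0% = DMSO wells with peroxide and 100% = DMSO wells without peroxide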
Starred values were filed as active, the others as inactive; nt = not tested or not shown. Some of the compounds tested. The share of hits here may be higher or lower than overall.

The opening two records, ahead of the listing:
SMILES | ABHD5-PLIN5 inh | MC4R antagonist | NCOA2 inhibitor | NOD2-RIPK2 inh | ABCB6 inh 2 | HTR2A ag | Glyco luc inh | MC4R barr agon | TLR9-MyD88 block | H9c2 protect
CCN(CC)CCCn1c2c(c(SCC(=O)Nc3cccc(C)c3C)nc1=O)CCC2 | -2 | -7 | -30 | -5 | 100 | 1 | -5 | 0.2 | 2 | 2
COc1nc(Nc2ccc([N+](=O)[O-])cc2)nc(NC(C)C)n1 | -2 | 13 | -23 | -4 | 98 | -1 | 4 | -0.6 | 8 | 0

All compounds of this part, from the start:
SMILES | ABHD5-PLIN5 inh | MC4R antagonist | NCOA2 inhibitor | NOD2-RIPK2 inh | ABCB6 inh 2 | HTR2A ag | Glyco luc inh | MC4R barr agon | TLR9-MyD88 block | H9c2 protect
CCN(CC)CCCn1c2c(c(SCC(=O)Nc3cccc(C)c3C)nc1=O)CCC2 | -2 | -7 | -30 | -5 | 100 | 1 | -5 | 0.2 | 2 | 2
COc1nc(Nc2ccc([N+](=O)[O-])cc2)nc(NC(C)C)n1 | -2 | 13 | -23 | -4 | 98 | -1 | 4 | -0.6 | 8 | 0
O=S(=O)(c1ccc(F)c(F)c1F)N1CCN(C(=S)NC2CC3CCC2C3)CC1 (centres undefined) | -4 | 27 | 1 | -2 | 93 | -1 | -3 | 1.0 | -2 | 2
O=C(NCc1nc2ccccc2[nH]1)C1=C[C@H](c2coc3ccccc3c2=O)C[C@H](OCc2ccc(CO)cc2)O1 | 13 | 2 | -13 | 3 | 77 | -7 | 0 | -1.2 | -5 | 20
CCn1c(C)c(C)c2cc(C(=O)NCCCN3CCCCC3)ccc21 | 7 | 11 | -27 | -11 | 114 | -6 | -7 | -3.0 | -4 | 8
COc1ccc(/C=C(/CC(=O)NCc2ccc(Cl)cc2)c2nc3ccccc3s2)cc1 | 2 | 6 | 8 | -6 | 100 | 1 | -4 | 4.7 | -3 | 2
COc1ccc(-c2ccc(C)cc2)cc1[C@H]1[C@H]2C=CC[C@@H](C)[C@@H]2C(=O)N1Cc1ccccc1 | 1 | 1 | -6 | -3 | 94 | 0 | -4 | -1.5 | -12 | -14
C1=Nc2c(NCc3ccccc3)ncnc2Oc2ccccc21 | -1 | -8 | -37 | 19 | 105 | -5 | -11 | -1.2 | 10 | 6
Cc1cc(C)c(C)c(OCc2nc(-c3cccnc3)no2)c1 | -6 | -3 | 8 | 1 | 98 | -1 | 0 | 1.7 | -12 | 7
COc1ccc(CCNC(=O)C2(C)CCC(=O)N2Cc2ccc(C)cc2)cc1OC (centres undefined) | -1 | 16 | 7 | -5 | 92 | 2 | 2 | 0.1 | -1 | 0
C[C@@H]1CC[C@]2(O[C@H](CCO)C[C@@H](O)[C@@H]2O)O1 | 3 | -6 | 1 | -5 | 101 | 3 | 0 | -0.9 | 4 | 0
CCSC1=C(C#N)C(c2ccc3c(c2)OCO3)C2=C(CCCC2=O)N1 (centres undefined) | -1 | 2 | 15 | 2 | 92 | -2 | -3 | -2.1 | 4 | -15
CCCNC(=O)C(Cc1cccc(Cl)c1)NC(=O)c1ccccc1 (centres undefined) | 4 | 9 | -14 | 5 | 99 | 4 | 1 | -1.7 | 4 | 5
Cc1ccc(C)c(S(=O)(=O)NC(CC(C)C)C(=O)O)c1 (centres undefined) | 3 | 7 | -19 | 5 | 97 | 1 | 2 | 0.3 | -2 | 12
O=C(NCc1ccccc1C(F)(F)F)C1CCC(=O)N(CCCc2ccccc2)C1 (centres undefined) | -3 | 19 | -5 | -5 | 98 | 2 | 0 | -1.1 | 11 | -6
COc1ccc(/C(O)=C2\C(=O)C(=O)N(CCN(C)C)C2c2cc(OC)c(OC)c(OC)c2)c(C)c1 (centres undefined) | -1 | 4 | -19 | -1 | 104 | 4 | -1 | -0.3 | 4 | -3
C#CCOCCOCCOCCNc1nc(N2CCN(C(=O)[C@H](CCC(=O)O)n3cc(C(N)[C@H](C)CC)nn3)CC2)nc(N2CCN(C(=O)[C@H](CCC(=O)O)n3cc(C(N)[C@H](C)CC)nn3)CC2)n1 (some centres undefined) | 7 | 18 | -7 | -10 | 102 | 2 | 2 | 0.8 | -6 | 8
CC(=O)Nc1cc(-c2cccc(C(=O)N(C)C)c2)cn2c(-c3cccc(C(F)(F)F)c3)cnc12 | 8 | 12 | 15 | 3 | 91 | 9 | 16 | 7.3 | nt | 18
COCCCn1c(=O)c2ccccc2n(Cc2ccc(C)cc2)c1=O | -2 | 14 | 13 | -6 | 100 | -2 | -3 | -0.3 | -3 | 11
O=C(O)C(Cc1ccccc1)N1C(=O)/C(=C/c2cccs2)SC1=S (centres undefined) | -22 | 18 | -7 | -10 | 100 | 1 | 1 | -1.1 | nt | 7
CCN(Cc1ccc(OC)c(F)c1)C(=O)c1oc2ccccc2c1COC | 7 | 1 | -18 | 2 | 93 | -3 | -3 | -1.6 | 0 | 0
O=C(Cn1ncc2c3ccccc3n(Cc3ccccc3)c2c1=O)NCCN1CCOCC1 | 5 | -7 | -4 | 3 | 96 | 0 | -2 | -2.6 | -2 | -1
COc1ccccc1NC(=O)COC(=O)/C=C/c1ccc(OC)c(OC)c1 | -7 | 7 | 1 | -20 | 94 | -2 | 0 | -0.8 | -9 | -6
Cc1cccc(NC(=O)Cn2cnc3c(oc4ccccc43)c2=O)c1 | 1 | 4 | 18 | 6 | 100 | -1 | 7 | -0.1 | -21 | -7
COc1ccc(CN2CCN(S(=O)(=O)c3ccc(NC(C)=O)cc3)CC2)cc1 | -8 | -2 | 6 | 2 | 102 | -3 | -2 | -1.8 | 2 | -6
COc1ccc2[nH]c(=O)c(CN(Cc3ccccc3)Cc3nnnn3CC3CCCO3)cc2c1 (centres undefined) | -2 | -3 | -24 | -10 | 91 | 9 | 5 | -1.0 | 4 | 30
O=C(NCc1ccco1)c1ccc(COc2cc(Cl)ccc2Cl)cc1 | -7 | 0 | -10 | 4 | 97 | -6 | -2 | -0.3 | 8 | -9
COc1cc(S(=O)(=O)N(Cc2ccccc2)Cc2ccccn2)ccc1-n1cnnn1 | -2 | 17 | 6 | -9 | 100 | -4 | -2 | -0.3 | -2 | 7
CCOc1cc(N2CCOCC2)c(OCC)cc1NC(=O)COC(=O)c1ccccc1OC(F)F | 1 | -4 | -2 | -3 | 94 | 4 | 1 | 4.2 | 10 | -11
N#Cc1ccc(CSc2nnc(NC(=O)CN3C(=O)C4CC=CCC4C3=O)s2)cc1 (centres undefined) | -1 | 10 | 19 | 0 | 91 | -1 | -1 | -2.0 | -4 | 5
COCCCNC(=S)Nc1cccc2ncccc12 | -4 | 8 | 9 | -8 | 102 | 3 | 5 | -1.7 | -8 | 9
CCOC(=O)c1nn(-c2ccc(F)cc2)cc1O | 1 | -2 | -50 | 3 | 93 | -1 | -1 | -3.4 | -6 | 2
C/C(=N\NC(=O)c1ccc(Br)cc1)c1ccccc1 | 2 | -1 | -7 | -6 | 101 | -4 | 0 | -0.9 | -2 | -3
COc1ccccc1C1(CCN=Cc2ccc(N(C)C)cc2)CCOC(C)(C)C1 (centres undefined) | 0 | 6 | 1 | -4 | 94 | 1 | 1 | -2.8 | -4 | -2
Cc1ccc(N)cc1NC(=O)CN1CCOCC1 | 0 | 5 | 6 | -7 | 100 | -1 | 0 | 0.8 | -3 | -2
CC(C)C[C@@H](CO)N(Cc1ccccc1)S(=O)(=O)N(Cc1ccccc1)[C@H](CO)CC(C)C | -11 | 17 | nt | -6 | 96 | 4 | -2 | 0.1 | 7 | -30
Cc1ccc(NC(=O)Cc2noc3ccccc23)cc1 | 0 | 7 | -8 | 5 | 95 | -2 | -1 | -1.1 | -4 | 1
COc1ccccc1N1CCN(C2CCCN(C(=O)CCC(C)=O)C2)CC1 (centres undefined) | 5 | 6 | -6 | -4 | 96 | -2 | 2 | -0.5 | -3 | -1
CCOc1cccc2cc(-c3nnc(NCc4ccc5c(c4)OCO5)s3)c(=O)oc12 | 3 | -3 | 6 | -9 | 100 | 1 | 0 | 3.0 | 10 | -2
COc1ccc(NC(=O)CC(Cc2ccccc2)C(=O)O)cc1 (centres undefined) | 0 | 0 | 9 | -1 | 98 | 4 | 2 | -1.9 | 4 | 2
CN(C)S(=O)(=O)c1cccc(NC(=O)Cn2cc(C(F)(F)F)cc(Cl)c2=O)c1 | 1 | 17 | 13 | -5 | 98 | -4 | 1 | -1.7 | -6 | 5
COc1cccc(Cn2c3ccc(NC(=O)Cc4ccccc4C)cc3c(=O)n2C)c1 | -12 | 11 | 2 | -5 | 95 | -2 | -3 | 2.1 | nt | -2
O=C(COC(=O)[C@@H]1CCCN1S(=O)(=O)c1ccccc1F)Nc1ccc(OC(F)F)cc1 | -5 | 6 | -5 | -5 | 97 | 11 | 2 | -1.6 | 5 | 6
Cn1ncc2c(=O)n(/N=C/c3ccccc3)cnc21 | -4 | 1 | -18 | -5 | 101 | -1 | 0 | -1.3 | -7 | 6

Looked up one by one from the entries so far:
SMILES | ABHD5-PLIN5 inh | MC4R antagonist | NCOA2 inhibitor | NOD2-RIPK2 inh | ABCB6 inh 2 | HTR2A ag | Glyco luc inh | MC4R barr agon | TLR9-MyD88 block | H9c2 protect
Cc1ccc(NC(=O)Cc2noc3ccccc23)cc1 | 0 | 7 | -8 | 5 | 95 | -2 | -1 | -1.1 | -4 | 1
Cc1ccc(N)cc1NC(=O)CN1CCOCC1 | 0 | 5 | 6 | -7 | 100 | -1 | 0 | 0.8 | -3 | -2
CN(C)S(=O)(=O)c1cccc(NC(=O)Cn2cc(C(F)(F)F)cc(Cl)c2=O)c1 | 1 | 17 | 13 | -5 | 98 | -4 | 1 | -1.7 | -6 | 5

High-throughput results from PubChem.
